TRPC4 inh: TRPC4 (mouse) channel inhibition. 300,000 tested, 0.39% active. B-score at 10 µM. HEK293 TRPC4beta/mu-opioid, DAMGO-evoked Fluo4 calcium flux; hits give low values;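 active means B-score over 3 SD under the library average, no early fluorescence shift, positive overall ratio signal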
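Assay system: TRPC4beta/mu-opioid receptor HEK293 cell line; compound dosing: single concentration per test compound; detection: Fluo4 Ca2+ flux fluorescence; evaluation: per-well B score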
ANO1 activ: mouse TMEM16A channel activation, primary screen | 340,000 tested, 0.3% active | B-score at 10 µM | HEK293 TMEM16A/YFP-H148Q/I152L, iodide quench fluorescence; hits give low values | Q8BHY3 | AID 623877;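 active means fluorescence-ratio B-score plate-corrected deviation score at least 3 library SD below zero, with starting fluorescence score within 5 deviations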;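 further: channel opened by trigger with iodide after compound preincubation; score built on the fluorescence ratio of max minus min over baseline; more negative score means more quench and so TMEM16A activation or potentiation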
RGS4 block: human RGS4 inhibition; P49798; HEK293 M3R/RGS4 inducible, Fluo-4 calcium flux; hits give high values; triggered by carbachol at its EC20; B-score at 10 µM; 310,000 tested, 0.45% active;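 active means B-score, a plate-corrected calcium signal, over three deviations above library mean, with baseline fluorescence within five deviations of library mean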;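 further: RGS4 expression induced by doxycycline in cells with stable M3 receptor; B-score is computed from the integrated fluorescence ratio over baseline after carbachol; higher B-score means a larger calcium signal and so more RGS4 inhibition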
Target sequence (P49798 whole entry, looked up): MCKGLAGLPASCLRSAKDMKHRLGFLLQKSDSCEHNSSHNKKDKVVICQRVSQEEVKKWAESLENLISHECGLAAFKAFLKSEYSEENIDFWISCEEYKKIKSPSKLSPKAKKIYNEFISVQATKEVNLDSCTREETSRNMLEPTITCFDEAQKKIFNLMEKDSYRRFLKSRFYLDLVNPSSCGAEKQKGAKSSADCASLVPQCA
TRPC4 agonist: TRPC4 (mouse) channel activation. Q9QUQ5. HEK293 TRPC4beta/mu-opioid, Fluo4 calcium fluorescence; hits give high values. B-score at 10 µM. 310,000 tested, 0.49% active;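 active means B-score above 5 SD of library B-scores, and initial fluorescence ratio not above library mean plus 5 SD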;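 further: positive B-score marks a calcium rise read as TRPC4 activation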
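Material: TRPC4beta and mu-opioid receptor HEK293 stable cells | Incubation: 45 min room-temperature Fluo4 loading, 110 s read | Detection: Kinetic Fluo4 calcium fluorescence | Measure: Integrated baseline-normalised fluorescence ratio, converted to per-well B score | Benchmarks: Low control buffer alone, high control maximal DAMGO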
MrgX1 agonist: agonists of human MrgX1 receptor | Q96LB2 | MrgX1-HEK293 cells, Fluo-4 calcium fluorescence, agonist mode; hits give high values | B-score at 10 µM | 310,000 tested, 0.44% active;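 active means calcium response B-score plate-corrected fluorescence ratio at least 3 library SD, with starting fluorescence B-score inside 5 SD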
Target sequence (Q96LB2 whole entry, looked up): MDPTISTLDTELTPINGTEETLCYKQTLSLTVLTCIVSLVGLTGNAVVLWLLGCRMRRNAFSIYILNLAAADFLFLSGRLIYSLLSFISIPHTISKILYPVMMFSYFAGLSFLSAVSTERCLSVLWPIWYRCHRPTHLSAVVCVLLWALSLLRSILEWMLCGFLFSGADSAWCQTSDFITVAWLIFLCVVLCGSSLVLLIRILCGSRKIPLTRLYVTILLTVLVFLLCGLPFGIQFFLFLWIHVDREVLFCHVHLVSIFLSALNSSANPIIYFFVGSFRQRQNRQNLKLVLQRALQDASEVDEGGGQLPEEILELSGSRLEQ
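Test system: HEK293 cells stably expressing human MrgX1 receptor; amount: 15,000 cells per well; doses: compound delivered in addition one of three; times: overnight plating before 1 h dye loading; detection: Fluo-4 NW calcium-flux fluorescence, kinetic read; read-out basis: B-scored fluorescence response ratio; controls: positive and negative controls per plate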
MrgX1 PAM: allosterically activates human MrgX1 receptor signaling | 310,000 tested, 0.63% active | MrgX1-HEK293, Fluo-4 calcium flux, FDSS; hits give high values | B-score at 10 µM;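 active means plate-corrected calcium response at least 3 library SD above typical, normal starting fluorescence, not activating the receptor alone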;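 further: compound read alongside a low EC10 to EC30 dose of BAM8-22 agonist; peak minus trough fluorescence over baseline measured at the second addition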
TRPC6 inhibitor: blocks the mouse TRPC6 cation channel | HEK293-TRPC6, membrane potential dye, ACh-evoked depolarization; hits give low values | B-score at 10 µM | 310,000 tested, 1.1% active | AID 2553;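 active means B-score under library mean minus 3 SD, initial fluorescence not abnormally high, positive integrated signal ratio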;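 further: B-score derived from integrated fluorescence ratio over the kinetic read; more negative B-score means stronger inhibition of depolarization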
MrgX1 antagonist: human MrgX1 receptor antagonism, primary screen | Q96LB2 | B-score at 10 µM | MRGX1-HEK293 calcium flux, Fluo-4, BAM8-22 antagonism; hits give low values | AID 588676 | 310,000 tested, 1.3% active;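 active means calcium-response B-score plate-corrected more than 3 library SD below zero, starting fluorescence within 5 deviations, no agonist response on first addition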;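 further: peak minus trough fluorescence over baseline after final BAM8-22 challenge near maximal dose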
TRPC4 potent: allosterically enhances the mouse TRPC4 cation channel. 310,000 tested, 0.42% active. AID 2227. HEK293 TRPC4beta/mu-opioid, DAMGO EC20, Fluo-4 Ca2+ flux; hits give high values. B-score at 10 µM;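 active means B-score of calcium response area above 5 SD of library B-scores, with initial fluorescence ratio within 5 SD of library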;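 further: B-score of integrated fluorescence ratio over time as area under calcium response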
TRPC6 act: mouse TRPC6 channel activation | HEK293-TRPC6 membrane potential dye fluorescence; hits give high values | Q61143 | AID 2550 | 310,000 tested, 0.13% active | B-score at 10 µM;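 active means B-score of the integrated fluorescence ratio above library mean plus 3 SD, and starting fluorescence ratio within library mean plus 5 SD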;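 further: higher score means more depolarization so channel activation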
ANO1 block: blocks the mouse calcium-activated chloride channel TMEM16A. HEK293 TMEM16A/YFP iodide influx fluorescence, ionomycin. normalized B-score (activity score, 25-100; higher = stronger inhibition) at 10 µM. 310,000 tested, 1.2% active;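 active means ratio plate-corrected score three or more library SD toward inhibition, starting fluorescence score within five deviations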;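 further: score derived from kinetic fluorescence span divided by baseline fluorescence per well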
An asterisk follows results filed as active; i = inactive; . = no result given.

The first two compounds, to show the layout:
SMILES	TRPC4 inh	ANO1 activ	RGS4 block	TRPC4 agonist	MrgX1 agonist	MrgX1 PAM	TRPC6 inhibitor	MrgX1 antagonist	TRPC4 potent	TRPC6 act	ANO1 block
CC(C)c1nc2sc3c(SCC(N)=O)ncnc3c2c2c1CCC2	i	i	i	i	i	i	i	i	i	i	i
c1ccc(Oc2cccc(CN3CCOCC3)c2)cc1	i	i	i	i	i	i	i	i	i	i	i

The listing, from the first entry:
SMILES	TRPC4 inh	ANO1 activ	RGS4 block	TRPC4 agonist	MrgX1 agonist	MrgX1 PAM	TRPC6 inhibitor	MrgX1 antagonist	TRPC4 potent	TRPC6 act	ANO1 block
CC(C)c1nc2sc3c(SCC(N)=O)ncnc3c2c2c1CCC2	i	i	i	i	i	i	i	i	i	i	i
c1ccc(Oc2cccc(CN3CCOCC3)c2)cc1	i	i	i	i	i	i	i	i	i	i	i
COc1ccc(OC)c(NC(=O)CN2CCC(C(=O)c3ccc(C)cc3)CC2)c1	i	i	i	i	i	i	i	i	i	i	i
O=C(CCc1nnc(-c2ccccc2)o1)NCC1CCN(C2CCCC2)CC1	i	i	i	i	i	i	i	i	i	i	i
Cc1ccc(N=C2NC(=O)CS2)cc1C	i	i	i	i	i	i	i	i	i	i	i
Cn1c(SCc2ccccc2)nnc1-c1ccc2c(c1)OCO2	i	i	i	i	i	i	i	i	i	i	i
CC(=O)Nc1cccc(NC(=O)C2CCCN2C(=O)Nc2cccc(C)c2)c1 (stereo not given)	i	i	i	i	i	i	i	i	i	i	i
C/C(=N\NC(=O)c1nnn(-c2nonc2N)c1CN1CCC(C)CC1)c1cccc(Br)c1	i	i	i	i	i	i	i	i	i	i	i
COc1ccc(N2CCOCC2)c(NC(=O)c2cccnc2)c1	i	i	i	i	i	i	i	i	i	i	i
CCC(Sc1ncccc1C(=O)OCCN1CCCC1=O)C(=O)NCc1ccco1 (stereo not given)	i	i	i	i	i	i	i	i	i	i	i
O=S1(=O)N=C(N(CCO)/N=C/c2ccc(Br)cc2)c2ccccc21	i	i	i	i	i	i	i	i	i	i	i
S=c1[nH]nc(CCCc2n[nH]c(=S)o2)o1	i	i	i	i	i	i	i	i	i	i	i
COCCSc1ccccc1C(=O)NCC1CCCO1 (stereo not given)	i	i	i	i	i	i	i	i	i	i	i
O=S(=O)(C(=CNc1ccccc1)S(=O)(=O)c1ccccc1)c1ccccc1	i	i	i	i	i	i	i	i	i	i	i
NC(=Nc1ccc(Cl)cc1)c1ccccc1	i	i	i	i	90*	i	i	i	i	i	i
COc1ccccc1N1CCN(C(=O)CCCN2C(=O)c3cccc4cccc(c34)C2=O)CC1	i	i	i	i	i	i	i	i	i	i	i
CCN(CC)CC(=O)Nc1ccc([N+](=O)[O-])cc1	i	i	i	i	i	i	i	i	i	i	i
Cc1cccc(-c2nc(C)cc(=O)[nH]2)c1	i	i	i	i	i	i	i	i	i	i	i
CSc1oc(-c2ccc(F)cc2)nc1S(=O)(=O)c1ccc(F)cc1	i	i	i	i	i	i	i	i	i	i	i
C/C(=N\NC(=O)c1cccc([N+](=O)[O-])c1)c1cccc(NC(=O)C2CC2)c1	i	i	i	i	i	i	i	i	i	i	i
CNC(=O)COC(=O)c1cc(SC)ccc1Cl	i	i	i	i	i	i	i	i	i	i	i
O=C(Nc1c(C(=O)NCc2ccco2)cnn1-c1ccccc1)c1cccc(F)c1	i	i	i	i	i	i	i	i	i	i	i
COc1ccc([N+](=O)[O-])cc1NC1CCN(C(=O)c2cccs2)CC1	i	i	i	i	i	i	i	i	i	i	i
CC1CCCCC1Nc1nc2ccc(Cl)cc2n2cnnc12 (stereo not given)	i	i	i	i	i	9.2*	i	i	i	i	i
CCCCCn1c(=N)c(S(=O)(=O)c2ccc(Br)cc2)cc2c(=O)n3cccc(C)c3nc21	i	i	i	i	i	i	i	i	i	i	i
CCOC(=O)C1=NNC2C(=O)N(C3CCCCC3)C(=O)C12 (stereo not given)	i	i	i	i	i	i	i	i	i	i	i
O=C(CCCCCNC(=O)N1CCn2c1nc1ccccc12)NCc1ccccc1	i	i	i	i	i	i	i	i	i	i	i
Cc1ccccc1C(=O)N1CCN(c2ccc([N+](=O)[O-])c(N3CCOCC3)c2)CC1	i	i	i	i	i	i	-5.4*	i	i	i	i
COc1ccc(-c2coc3cc4oc(=O)c(CC(=O)O)c(C)c4cc23)cc1	i	i	i	i	.	.	i	.	i	i	.
CCSc1ccc(-c2nn(-c3ccccc3)cc2/C=C(/C#N)C(=O)NC)cc1	.	i	.	.	i	i	.	i	.	.	i
Cc1ccc(-n2nc(-c3ccccc3)cc2Nc2ccccc2N)cc1	i	i	i	i	i	i	i	i	i	i	i
O=C(Nc1ccon1)c1cc(-c2ccccc2)nc2ccccc12	.	i	.	.	i	i	.	i	.	.	i
Cc1ccc(C2=Nc3cccnc3C(c3ccccc3)=NN2)cc1	i	i	i	i	i	i	i	i	i	i	i
Cc1cc(-c2nn(-c3ccccc3F)cc2CN2CCCC(C(N)=O)C2)c(C)s1 (stereo not given)	i	i	i	i	i	i	i	i	i	i	i
CCOc1ccc(S(=O)(=O)Nc2ccc(S(=O)(=O)N3CCCC3)cc2)cc1	i	i	i	i	i	i	i	i	i	i	i
O=C(NCc1cccs1)c1ccc(S(=O)(=O)N2CCOCC2)cc1	i	i	i	i	i	i	i	i	i	i	i
CCC(C)(C(=O)NC1CCCCC1)N(Cc1cccs1)C(=O)c1ccccn1 (stereo not given)	-7*	i	i	46*	i	i	i	i	i	i	i
COCCCNc1nc2nonc2nc1N1CCN(Cc2cccc(C)c2)CC1	i	i	i	i	i	i	i	i	i	i	i
CC1CCCN(C(=O)C2CCN(S(=O)(=O)c3cccc4nsnc34)CC2)C1 (stereo not given)	i	i	i	i	i	i	i	i	i	i	i
O=C(NCc1ccccc1)C(=O)NCC(c1ccco1)N1CCN(c2ccccc2F)CC1 (stereo not given)	i	i	i	i	i	i	i	i	i	i	i
CN(CCCC(=O)NCc1ccc2c(c1)OCO2)S(=O)(=O)c1ccc([N+](=O)[O-])cc1	i	i	i	i	i	i	i	i	i	i	i
CN(C)CCNC(=O)Cn1nc(-c2ccc(Cl)cc2)ccc1=O	i	i	i	i	i	i	i	i	i	i	i
COc1cccc(CN2CC(C(=O)N(C)Cc3nc4ccc(F)cc4[nH]3)CCC2=O)c1 (stereo not given)	i	i	i	i	i	7*	i	i	i	i	i
CC(C)NC(=O)c1ccc2c3n(nc2c1)-c1ccc(Cl)cc1CO3	i	i	i	i	i	i	i	i	i	i	i
Cc1ccc(-c2csc3nc[nH]c(=O)c23)cc1C	i	i	i	i	i	i	i	i	i	i	i
CC1(C)Cc2ccccc2-c2nnnn21	i	i	i	i	i	i	i	i	i	i	i
COc1ccccc1CN1CCNC(=O)C1CC(=O)NCc1cn(C)nc1C (stereo not given)	i	i	i	i	i	i	i	i	i	i	i
N#C/C(=C\c1ccc(Cl)cc1)c1nc2ccccc2o1	i	i	i	i	i	i	i	i	i	i	i
Cc1ccsc1C(C(=O)NC1CCCCC1)N(C(=O)Cc1cccs1)C1CC1 (stereo not given)	i	i	i	i	i	i	i	i	i	i	i
CCCS(=O)(=O)N1CCN(Cc2ccncc2)CC1	i	.	i	i	i	i	i	i	i	i	i
Cc1onc(-c2c(F)cccc2Cl)c1C(=O)OCC(=O)c1c(N)n(C)c(=O)n(C)c1=O	i	i	i	i	i	i	i	i	i	i	i
O=C(COC(=O)c1ccc(NS(=O)(=O)c2cccs2)cc1O)NCc1ccccc1	i	i	i	i	i	i	i	i	i	i	i
Cc1ccc(/C=N/NC(=O)c2ccc(NC(=O)c3ccc(Cl)cc3)cc2)o1	i	i	i	i	i	i	i	i	i	i	i
COC(=O)c1c(C)[nH]c(C(=O)COC(=O)Cc2ccc3c(c2)OCCO3)c1C	i	i	i	i	i	i	i	i	i	i	i
Cc1cc(OCC(=O)NC(C)C)cc(C)c1Br	i	i	i	i	i	i	i	i	i	i	i
O=C(C1CCN(Cc2ccccc2O)CC1)N1CCN(Cc2ccc3c(c2)OCO3)CC1	i	i	i	i	i	i	i	i	i	i	i
Cc1ccc(NS(=O)(=O)c2ccc(C)c(NC(=O)COc3ccccc3)c2)c(C)c1	i	i	i	i	i	i	i	i	i	i	i
CCCc1cc(=O)oc2c(CN3CCN(C)CC3)c(O)c(Cl)cc12	i	i	i	i	i	i	i	i	i	i	i
O=c1cc(CO)occ1OCc1cccc(C(F)(F)F)c1	i	i	i	i	i	i	i	i	i	i	i
CCc1cc(C(=O)Cc2ccccn2)c(O)cc1O	i	i	i	i	i	i	i	i	i	i	i
New compounds follow:
SMILES	TRPC4 inh	ANO1 activ	RGS4 block	TRPC4 agonist	MrgX1 agonist	MrgX1 PAM	TRPC6 inhibitor	MrgX1 antagonist	TRPC4 potent	TRPC6 act	ANO1 block
COc1ccc(/C(O)=C2\C(=O)C(=O)N(CCN(C)C)C2c2cc(OC)c(OC)c(OC)c2)c(C)c1 (stereo not given)	i	i	i	i	i	i	i	i	i	i	i
O=C(NCCCN1CCCC1=O)Nc1ccc(Br)cc1Cl	i	i	i	i	i	i	i	i	i	i	i
Cc1ccc(OS(=O)(=O)c2ccccc2)c(/C=N/N=C2\NC(=O)C(C)S2)c1 (stereo not given)	.	i	.	.	i	i	.	i	.	.	i
Cc1ccccc1NC(=O)CCN1CCN(C/C=C/c2ccccc2)CC1	i	i	i	i	i	i	i	i	i	i	i
CS(=O)(=O)N1CCN(C(=O)COc2ccccc2)CC1	i	i	i	i	i	i	i	i	i	i	i
COc1cc(OC)c(NS(=O)(=O)c2cc(C(=O)OCC(=O)NCC3CCCO3)ccc2OC)cc1Cl (stereo not given)	i	i	i	i	i	i	i	i	i	i	i
COc1cc2c(=O)n(CCC(=O)NCC3CCCO3)c(=O)n(CC(=O)Nc3ccccc3C)c2cc1OC (stereo not given)	i	i	i	i	i	i	i	i	i	i	i
CCN(Cc1cc(=O)n2ccsc2n1)Cc1nc2ccccc2c(=O)[nH]1	i	i	i	i	i	i	i	i	i	i	i
COc1ccccc1C(c1nnnn1Cc1ccccc1)N1CCC(C(N)=O)CC1 (stereo not given)	i	i	i	i	i	i	i	i	i	i	i
Cc1ccc(C(=O)c2cc([N+](=O)[O-])ccc2N2CCCCC2)c(C)c1	i	i	i	i	i	i	i	i	i	i	i

Screening results deposited in PubChem by Johns Hopkins Ion Channel Center.
